# All columns: NCI-60 one-dose screen, growth in % after 48 h at 10 µM unless noted; 100 = growth as untreated, 0 = no growth, -100 = all killed.
# DU-145 = DU-145 prostate cancer | AID 1794760 | 81,000 compounds, 4.2% hits
# OVCAR-8 = OVCAR-8 ovarian cancer | 81,000 compounds, 4.4% hits | AID 1794782
# OVCAR-3 = OVCAR-3 ovarian cancer | 79,000 compounds, 7% hits
# KM12 = KM12 colon cancer cells; 82,000 compounds, 5% hits
# OVCAR-5 = OVCAR-5 ovarian cancer; AID 1794783; 82,000 compounds, 2.9% hits
# HCC-2998 = HCC-2998 colon cancer; 79,000 compounds, 4.7% hits
# SW-620 = SW-620 colon cancer; 82,000 compounds, 5.2% hits
# OVCAR-4 = OVCAR-4 ovarian cancer cells. 80,000 compounds, 3.7% hits. AID 1794784
# PC-3 = PC-3 prostate cancer cells. 80,000 compounds, 3.9% hits
# Numbers without * were called inactive; . = not tested or not shown. The calls were made as follows: active = growth percent below 10; inactive = the rest.
SMILES,DU-145,OVCAR-8,OVCAR-3,KM12,OVCAR-5,HCC-2998,SW-620,OVCAR-4,PC-3
C=CCNc1n[nH]c(=S)s1,133.5,99.4,113.8,109.6,102.5,105.9,110.8,107.9,106.5
CN(C)c1ccc(/C=C2\Cc3cc4c(cc3C2=O)OCO4)cc1,98.5,107.7,99.6,100.1,100.3,100.2,109.8,97.7,103.4
CN(C)C(=O)OC(c1ccc(Cl)cc1)c1ccccn1 (stereo not drawn),106.1,106.5,104.0,103.3,97.7,90.0,91.2,100.3,101.2
CC(=O)OC[C@H]1OC(Sc2sc(C(=O)c3ccc(Br)cc3)c(N)c2-c2nc3ccccc3s2)[C@H](OC(C)=O)[C@@H](OC(C)=O)[C@@H]1OC(C)=O (stereo partly drawn),35.8,46.1,76.2,78.3,65.7,75.9,54.0,12.9,71.3
O=C1Nc2ccccc2/C1=N/N=C/c1ccc(OC2OC(CO)C(O)C(O)C2O)cc1 (stereo not drawn),114.5,102.0,113.1,109.9,98.2,115.5,101.2,115.1,104.9
NC(=O)Cc1cccc2ccccc12,110.5,91.4,102.8,101.5,100.0,99.2,95.8,87.1,114.2
O=C(NN=C1CCCCC1)C(=O)Nc1cccc(C(F)(F)F)c1,109.5,99.9,105.4,104.5,99.9,115.7,103.1,100.9,97.9
CCNC(=O)c1ccc2c(c1)NC(c1cc3ccccc3[nH]c1=O)c1c(n[nH]c1C(C)(C)C)N2 (stereo not drawn),109.4,108.5,111.2,109.1,109.6,116.6,104.1,114.4,107.4
CCOC1(OCC)OC(c2ccccc2)=C(C#N)C(/C=C\c2ccccc2)C1(OCC)OCC (stereo not drawn),89.7,86.5,71.8,84.3,102.8,83.1,83.2,79.6,54.9
COc1ccc2[nH]c(=O)c(CSc3ccc(Nc4nccc(-c5ccc6c(c5)OCO6)n4)cc3)cc2c1,97.9,106.4,113.9,95.9,109.3,124.1,104.5,100.5,96.9
CCCCc1cn(CC(=O)Nc2nc3ccccc3s2)nn1,118.1,101.5,105.2,106.1,101.1,106.5,98.3,112.3,96.7
Nc1ccc(Sc2ccccc2)cc1,103.8,90.3,92.8,92.5,97.7,98.4,95.6,96.3,.
CCc1ccc(-c2ccc(-n3nc(C)c4c(N)nc(Cc5ccccc5)nc43)cc2)cc1,77.0,32.3,80.0,53.5,73.5,23.7,77.8,63.9,54.7
Cn1cc(CC2CC(=O)N(c3ccccc3)C2=O)sc1=Nc1ccccc1 (stereo not drawn),105.6,96.4,104.1,93.9,95.6,103.1,93.8,100.4,90.2
CC(=O)c1ccc(NC(=O)c2ccc(-n3c(=O)[nH]c4ccccc4c3=O)cc2)cc1,103.9,92.3,120.1,102.3,111.9,94.9,103.7,105.5,105.0
COc1ccc(/C=N\NC(=O)c2ccc3nc(-c4ccc(Br)cc4)[nH]c3c2)cc1,16.5,13.6,.,25.9,79.2,59.4,23.5,12.5,20.8
NC(=O)c1ccsc1NC(=O)CSc1ccc(Br)cc1,97.9,96.0,.,101.4,87.1,51.8,98.5,73.9,76.0
CCCCN1CCCn2c1nc1c2c(=O)n(CCC)c(=O)n1CCC,105.0,101.9,94.8,100.2,104.9,104.1,96.0,101.1,91.3
CCOC(=O)c1cc(C(=O)/C=C/c2ccc3c(c2)Sc2ccccc2N3C)n2c(C)cccc12,77.5,68.3,80.0,61.3,122.2,81.5,61.8,85.0,49.8
COc1ccc(/C=c2/c(=O)n(-c3ccccc3)c3nn4c(-c5ccc(Cl)cc5)nnc4n23)cc1,109.8,102.7,109.6,100.5,113.4,106.9,104.1,107.0,88.6

# Rewritten with two lines to a compound: entries from further up
# Results follow in this order: DU-145	OVCAR-8	OVCAR-3	KM12	OVCAR-5	HCC-2998	SW-620	OVCAR-4	PC-3
- CCOC1(OCC)OC(c2ccccc2)=C(C#N)C(/C=C\c2ccccc2)C1(OCC)OCC (stereo not drawn)
 : 89.7	86.5	71.8	84.3	102.8	83.1	83.2	79.6	54.9
- COc1ccc2[nH]c(=O)c(CSc3ccc(Nc4nccc(-c5ccc6c(c5)OCO6)n4)cc3)cc2c1
 : 97.9	106.4	113.9	95.9	109.3	124.1	104.5	100.5	96.9
- CCCCc1cn(CC(=O)Nc2nc3ccccc3s2)nn1
 : 118.1	101.5	105.2	106.1	101.1	106.5	98.3	112.3	96.7
- Nc1ccc(Sc2ccccc2)cc1
 : 103.8	90.3	92.8	92.5	97.7	98.4	95.6	96.3	.
- CCc1ccc(-c2ccc(-n3nc(C)c4c(N)nc(Cc5ccccc5)nc43)cc2)cc1
 : 77.0	32.3	80.0	53.5	73.5	23.7	77.8	63.9	54.7
- Cn1cc(CC2CC(=O)N(c3ccccc3)C2=O)sc1=Nc1ccccc1 (stereo not drawn)
 : 105.6	96.4	104.1	93.9	95.6	103.1	93.8	100.4	90.2
- CC(=O)c1ccc(NC(=O)c2ccc(-n3c(=O)[nH]c4ccccc4c3=O)cc2)cc1
 : 103.9	92.3	120.1	102.3	111.9	94.9	103.7	105.5	105.0
- COc1ccc(/C=N\NC(=O)c2ccc3nc(-c4ccc(Br)cc4)[nH]c3c2)cc1
 : 16.5	13.6	.	25.9	79.2	59.4	23.5	12.5	20.8
- NC(=O)c1ccsc1NC(=O)CSc1ccc(Br)cc1
 : 97.9	96.0	.	101.4	87.1	51.8	98.5	73.9	76.0
- CCCCN1CCCn2c1nc1c2c(=O)n(CCC)c(=O)n1CCC
 : 105.0	101.9	94.8	100.2	104.9	104.1	96.0	101.1	91.3
- CCOC(=O)c1cc(C(=O)/C=C/c2ccc3c(c2)Sc2ccccc2N3C)n2c(C)cccc12
 : 77.5	68.3	80.0	61.3	122.2	81.5	61.8	85.0	49.8

# (next part)
SMILES,DU-145,OVCAR-8,OVCAR-3,KM12,OVCAR-5,HCC-2998,SW-620,OVCAR-4,PC-3
OC1CC(c2ccccc2)C1(c1ccccc1)c1ccccc1 (stereo not drawn),113.1,92.1,113.4,99.7,99.0,113.3,90.2,84.1,78.8
CCCCCCCCCC(=O)CCCCCCCCC,104.4,106.9,106.3,106.9,101.3,106.5,104.1,103.5,96.7
CCC(CCCN(CC)CCc1ccccc1)OC(=O)c1cc(OC)c(OC)c(OC)c1 (stereo not drawn),103.7,92.2,92.2,96.6,84.8,96.4,82.9,82.6,82.4
CCCCCC(=O)NCCC(=O)c1ccccc1,115.2,99.7,115.3,108.5,109.4,98.4,99.2,118.0,94.6
O=c1[nH]c2ccccc2cc1CSc1ccccc1Nc1nccc(-c2ccc3c(c2)OCO3)n1,85.1,46.8,83.9,99.3,99.5,115.7,93.2,25.4,79.2
Cc1ccccc1Nc1cc(N)nc(N)n1,104.1,103.5,101.3,96.8,115.0,98.4,104.5,97.2,98.2
O=C(Nc1ccc(NC(=O)c2cc(S(=O)(=O)Nc3ccccc3)c(O)c(O)c2O)cc1)c1cc(S(=O)(=O)Nc2ccccc2)c(O)c(O)c1O,99.6,103.3,105.8,93.9,108.8,98.6,106.1,93.7,98.1
COc1cc(NC(=O)C(C)C)ccc1C(=O)NC(=S)Nc1ccc(S(N)(=O)=O)cc1,106.0,79.3,92.0,100.0,110.4,116.1,106.9,98.5,114.9
CCOc1cc(S(=O)(=O)O)ccc1N,104.1,90.0,109.7,101.7,110.0,92.9,105.5,105.4,96.9
CCOC(=O)c1c(NC(=O)CSc2n[nH]c3nc4ccccc4n23)sc(CC)c1C,112.4,99.2,106.4,98.3,82.0,105.1,104.2,98.1,61.5
CSc1ccc(C(=NNS(=O)(=O)c2ccc(C)cc2)c2ccccc2)cc1,105.1,108.8,.,102.4,104.4,103.8,101.2,103.4,98.2
N=C(N)N=Nc1ccc(NN=C(N)N)cc1,95.4,94.4,108.2,43.8,78.7,86.6,38.3,100.0,45.9
Cc1ccc(N=C(N)NC#N)cc1C,112.6,107.1,104.4,104.3,97.7,97.3,106.1,102.8,99.2
COc1ccc(-c2nc(-c3nc4ccc(OC)cc4[nH]3)cc3c2[nH]c2ccccc23)cc1,19.9,17.5,51.9,20.4,90.0,57.4,40.6,52.8,25.8
N#CC(C#N)N=Nc1cccnc1,102.2,119.6,98.9,99.6,102.2,96.9,94.4,100.5,94.1
C=C(C)[C@@H]1CC[C@]2(C(=O)N3CCN(CC)CC3)CC[C@]3(C)[C@H](CC[C@@H]4[C@@]5(C)C/C(=C/c6cccc(I)c6)C(=O)C(C)(C)[C@@H]5CC[C@]43C)[C@@H]12,112.4,104.8,119.6,100.7,94.6,104.2,110.8,100.0,98.3
O=c1[nH]c2ccc(Cl)cc2cc1CSc1ccc(Nc2nccc(-c3ccc4ccccc4c3)n2)cc1,38.3,9.6*,-1.5*,53.0,95.0,79.6,17.6,-25.7*,62.4
COc1cccc(-c2nc3occn3c2-c2ccnc(NCCCNS(=O)(=O)c3cccc4ccccc34)n2)c1,89.4,81.4,112.0,94.5,119.3,115.3,123.5,78.5,67.1
O=C(Cn1c(=O)[nH]c2ccccc2c1=O)NCC(=O)NNC(=S)Nc1ccccc1,111.6,107.3,116.1,108.9,103.6,106.1,102.9,103.6,83.4
CCC(C)C(N)C(=O)NNc1n[nH]c(=S)n1N (stereo not drawn),108.5,97.8,106.6,103.9,99.2,106.5,96.9,102.1,100.2
COCC(=O)N[C@@H](Cc1ccc(-c2cc(Cl)cc(Cl)c2)cc1)[C@H](O)[C@@H](O)C(=O)O,109.0,96.5,111.0,99.9,105.2,102.7,101.0,113.0,93.3
CC(C)COC(=O)c1ccc(NC(=O)CN2CCOCC2)cc1,103.0,100.0,100.4,101.0,101.7,103.9,99.8,94.4,98.3
COc1ccc(/C=C2\CN(C)CC3C2=NN(c2ccc(S(N)(=O)=O)cc2)C3c2ccc(OC)c(OC)c2)cc1OC (stereo not drawn),91.0,90.0,90.7,87.0,98.1,133.5,96.6,104.7,91.5
C=C[C@@H]1CCC/C=C/[C@@H]2C[C@H](O)C[C@H]2[C@H](O)/C=C/C(=O)O1,21.1,21.4,-30.8*,-36.3*,.,-23.3*,-15.9*,23.8,30.3
COc1ccc(-n2c(SCc3n[nH]c(=S)n3C(=O)c3ccccc3)nc3cc(OC)c(OC)cc3c2=O)cc1,74.9,67.5,.,77.4,87.9,98.3,89.3,84.2,81.5
O=C(Nc1ccc(C2=NCCN2)cc1)c1cc(C(=O)Nc2ccc(C3=NCCN3)cc2)cc([N+](=O)[O-])c1,100.3,86.2,102.5,97.9,95.1,105.8,100.5,.,98.7
NC1=NC2(CCCCC2)N(c2ccc(S(=O)(=O)Nc3ccccn3)cc2)C(N)=N1,105.4,106.1,119.9,101.3,99.0,110.2,104.1,111.3,111.4
CC1(C)CC(=O)c2c(nn(-c3ccc(Br)cc3)c2-c2cn(-c3ccccc3)nc2-c2ccccc2)C1,111.0,95.4,107.5,98.3,101.2,111.2,100.6,87.4,72.5
O=C(/C=C/c1ccccc1)OCCc1ccccc1,109.8,103.4,112.2,100.9,91.9,96.9,105.3,99.1,91.3
COC(=O)C(C)C(=O)c1cn(C2CC2)c2cc(N3CCNCC3)c(F)cc2c1=O (stereo not drawn),119.2,99.1,109.9,.,108.3,98.5,107.4,111.2,95.0
Cc1c(Cl)cccc1NS(=O)(=O)c1ccccc1,143.1,111.8,100.5,116.1,92.0,108.8,106.2,73.3,.
CC(C)Cc1ccc(C(C)C(=O)NCc2c[nH]c3ccc(Br)cc23)cc1 (stereo not drawn),106.4,87.6,92.1,99.5,107.1,97.5,100.0,88.5,74.4
COc1cc(CC(=O)O)ccc1OC(C)=O,112.4,105.5,109.5,105.4,100.9,97.4,115.5,100.1,93.1
CC(=O)Oc1c(Br)cc2c(sc3[nH]c(=O)[nH]c(=O)c32)c1Br,103.7,100.0,105.4,97.3,98.7,105.2,100.8,103.0,97.0
Clc1cccnc1Cl,108.7,103.4,102.9,106.4,110.2,107.3,110.7,105.8,104.4
CN1CCN(c2ccc(Nc3ncc(Cl)c(NC[C@@H]4CCCO4)n3)cc2)CC1,23.0,27.5,42.8,9.7*,18.1,60.7,7.4*,29.7,30.7
NS(=O)(=O)c1ccc(Cn2c(SCC(=O)N/N=C/c3cccc(O)c3)nc3ccccc3c2=O)cc1,116.5,93.2,113.1,100.3,84.0,98.0,100.1,95.2,101.9
CC(=O)N(C(C)=O)c1ccc(C)cc1,106.9,101.2,112.1,103.3,94.2,98.2,102.2,101.4,93.7
CCn1nc(-c2ccc(C(=O)OC)cc2)nc2c(=O)n(C)c(=O)nc1-2,77.6,45.8,25.7,80.4,104.7,115.8,97.7,14.1,57.3
CC1[C@H]2[C@H](C[C@H]3[C@@H]4CC=C5c6sc(Nc7cc(Cl)ccn7)nc6CC[C@]5(C)[C@H]4CC[C@@]32C)O[C@]12CC[C@@H](C)CO2 (stereo partly drawn),95.7,76.5,82.2,88.5,109.9,93.1,98.1,93.9,51.1
c1ccc2c(c1)-c1nc3ccccc3cc1C2N1CCCCC1 (stereo not drawn),93.0,91.7,91.3,94.4,94.6,92.6,94.4,86.8,98.5
O=C1CCCC(=O)O1,108.5,96.9,116.2,106.5,92.4,98.8,104.3,97.5,80.4
Cc1cc(C)c(C)c(C(=O)C(=O)c2ccccc2)c1,98.4,99.3,112.5,111.4,96.2,110.6,100.0,102.9,89.5
Cc1cc(C)nc(SCC(=O)Nc2cccc(N=Cc3ccccc3O)c2)n1,104.3,103.1,105.1,107.0,100.4,120.7,99.1,86.1,90.3
Cc1cc2c(c(Br)c1O)Oc1c(cc(C)c(O)c1Br)C21OC(=O)c2ccccc21,109.5,92.2,111.1,106.8,94.0,104.9,102.7,.,107.1
c1ccc(-c2nn(-c3ccccc3)c3c2-c2ccccc2CS3)cc1,108.7,101.8,100.5,97.6,99.0,108.8,98.0,106.2,94.2
Nc1ccc(F)cc1F,109.8,115.6,115.5,108.4,96.3,112.7,106.1,122.9,89.1
COc1ccccc1/C=N/NC(=O)CSc1nc2ccccc2c(=O)n1Cc1ccc(S(N)(=O)=O)cc1,114.0,97.2,108.2,100.3,96.5,111.8,103.4,91.9,99.7

# Screening results as filed in PubChem BioAssay.
